# KCNQ1 act – potentiators or activators of human KCNQ1 potassium channel; P51787; CHO-K1 KCNQ1, thallium flux FluxOR fluorescence; stronger effect = higher value; B-score at 10 µM; actives 0.35% (n = 310,000); AID 2648;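 active = fluorescence ratio B-score, a plate-corrected score, at least three library SD, with initial intensity B-score within 5 SD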
# Target sequence (P51787 whole entry, looked up): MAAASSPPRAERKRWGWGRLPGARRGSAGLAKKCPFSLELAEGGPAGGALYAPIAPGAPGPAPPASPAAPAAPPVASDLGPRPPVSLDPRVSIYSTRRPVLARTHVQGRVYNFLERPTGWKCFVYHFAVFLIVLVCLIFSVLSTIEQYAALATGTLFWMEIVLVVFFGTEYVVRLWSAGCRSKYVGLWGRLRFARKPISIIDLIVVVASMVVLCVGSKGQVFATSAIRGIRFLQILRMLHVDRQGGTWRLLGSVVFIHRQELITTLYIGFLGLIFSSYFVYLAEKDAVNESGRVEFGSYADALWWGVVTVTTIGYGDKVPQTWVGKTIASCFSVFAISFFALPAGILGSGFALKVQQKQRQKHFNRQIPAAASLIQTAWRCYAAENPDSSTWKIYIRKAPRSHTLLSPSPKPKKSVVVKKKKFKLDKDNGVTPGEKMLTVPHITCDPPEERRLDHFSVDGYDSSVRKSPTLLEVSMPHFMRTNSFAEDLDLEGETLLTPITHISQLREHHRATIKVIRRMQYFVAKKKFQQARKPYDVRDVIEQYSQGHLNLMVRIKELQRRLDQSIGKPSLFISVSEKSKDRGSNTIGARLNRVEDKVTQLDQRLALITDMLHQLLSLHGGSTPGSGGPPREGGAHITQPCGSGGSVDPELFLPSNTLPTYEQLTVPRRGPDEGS
#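 Test system: CHO-K1 cells stably expressing KCNQ1 / Medium: assay buffer / Also added: depolarizing K+/Tl+ stimulus, K2SO4 and Tl2SO4 each 12.5 mM in 5x stock / Incubation: 90 min dye loading and 20 min compound exposure, both at room temperature / Signal: thallium influx via FluxOR fluorescence, kinetic imaging / Evaluation: B score of baseline-normalized fluorescence ratio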
# TMEM16A inh – inhibitors of mouse TMEM16A calcium-activated chloride channel; AID 588511; normalized B-score (activity score, 25-100; higher = stronger inhibition) at 10 µM; HEK293 TMEM16A/YFP iodide influx fluorescence, ionomycin; actives 1.2% (n = 310,000); Q8BHY3;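 active = ratio plate-corrected score three or more library SD toward inhibition, starting fluorescence score within five deviations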;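 also: score derived from kinetic fluorescence span divided by baseline fluorescence per well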
# RGS4 pot – RGS4 potentiation or activation; actives 0.92% (n = 310,000); HEK293 M3R/inducible RGS4, carbachol calcium flux Fluo4; stronger effect = lower value; AID 463111; B-score at 10 µM;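 active = B-score of the integrated calcium signal more than 4 SD below the library mean, with starting fluorescence not abnormally high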;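 also: negative B-score means reduced calcium response which marks RGS4 activation or potentiation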
#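 Also added: carbachol at ECmax as muscarinic agonist stimulus; Assay system: HEK293 cells with stable M3R and inducible RGS4; Timing: overnight RGS4 induction, 30 min dye load 37 °C, 20 min compound RT; Measured by: Fluo4-AM (2 µM) calcium-flux fluorescence, kinetic read.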
# hERG protect – compounds protecting human hERG from proarrhythmic drug block | Q12809 | actives 0.51% (n = 310,000) | CHO-hERG, FluxOR thallium flux, dofetilide IC70 present | AID 1511 | activation (rescue from dofetilide block), less the hit threshold, % at 10 µM;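 active = activation above the mean of controls blocked by dofetilide plus 5 SD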;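 also: thallium influx through hERG after potassium depolarization seen as dye fluorescence rise; in these data hits start at about 4.7%; inactives centre near -7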
# KCNK3 inh – human KCNK3 channel inhibition, primary screen. B-score at 10 µM. actives 0.84% (n = 340,000). CHO-KCNK3 thallium flux, FluxOR fluorescence; stronger effect = lower value;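 active = B-score under library mean minus 4 SD, starting fluorescence ratio at most library mean plus 5 SD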;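 also: more negative B-score means stronger inhibition of thallium flux through KCNK3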
# RGS4 block – inhibitors of human RGS4. P49798. HEK293 M3R/RGS4 inducible, Fluo-4 calcium flux; stronger effect = higher value; triggered by carbachol at its EC20. B-score at 10 µM. actives 0.45% (n = 310,000). AID 463165;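 active = B-score, a plate-corrected calcium signal, over three deviations above library mean, with baseline fluorescence within five deviations of library mean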;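 also: RGS4 expression induced by doxycycline in cells with stable M3 receptor; B-score is computed from the integrated fluorescence ratio over baseline after carbachol; higher B-score means a larger calcium signal and so more RGS4 inhibition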
# Target sequence (P49798 whole entry, looked up): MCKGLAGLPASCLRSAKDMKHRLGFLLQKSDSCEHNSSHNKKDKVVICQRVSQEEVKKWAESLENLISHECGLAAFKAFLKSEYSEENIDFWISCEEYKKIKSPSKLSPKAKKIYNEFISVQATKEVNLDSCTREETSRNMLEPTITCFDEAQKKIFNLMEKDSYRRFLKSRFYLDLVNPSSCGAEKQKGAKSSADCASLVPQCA
# KCNK9 block – blocks the human KCNK9 two-pore domain potassium channel | Q9NPC2 | HEK293 KCNK9, FluxOR thallium flux fluorescence; stronger effect = lower value | B-score at 10 µM | actives 1.2% (n = 310,000);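 active = ratio B-score over 3 SD below the library mean, with starting fluorescence within 5 SD of its mean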;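 also: negative B-score means less thallium flux so channel inhibition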
# SKKanGAS inh – SKKanGAS growth inhibition; S. pyogenes SKKanGAS, kanamycin growth, BacTiter-Glo, 6 h; inhibition, % at 7.5 µM; actives 1.3% (n = 300,000); AID 1662;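 active = mean replicate score, as percent of positive control median, at least 50; inconclusive = mean below 50 but one replicate at or above 50; inactive = mean and every replicate below 50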;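 also: strain carries kanamycin resistance gene driven by streptokinase promoter and grows in 40 µg/ml kanamycin; loss of luminescence reflects streptokinase promoter inhibition or plain growth inhibition; 0% = median of DMSO wells and 100% = positive control at its reference dose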
# ANO1 activ – mouse TMEM16A channel activation, primary screen; AID 623877; HEK293 TMEM16A/YFP-H148Q/I152L, iodide quench fluorescence; stronger effect = lower value; B-score at 10 µM; actives 0.3% (n = 340,000);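 active = fluorescence-ratio B-score plate-corrected deviation score at least 3 library SD below zero, with starting fluorescence score within 5 deviations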;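 also: channel opened by trigger with iodide after compound preincubation; score built on the fluorescence ratio of max minus min over baseline; more negative score means more quench and so TMEM16A activation or potentiation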
# HDAC3 inhib – inhibitors of human histone deacetylase 3; O15379; recombinant HDAC3, fluorogenic peptide/trypsin coupled, fluorescence; inhibition, % at 8.3 µM; actives 0.15% (n = 320,000); in the data active = inhibition above about 26%, passing the limit was not always enough; inconclusive = no clear call, values can overlap the other calls
# KCNQ1 inh – blocks the human KCNQ1 potassium channel; P51787; CHO-K1 KCNQ1, FluxOR thallium flux fluorescence; stronger effect = higher value; B-score at 10 µM; actives 1.3% (n = 310,000);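 active = compounds whose thallium flux B-score, printed positive for inhibition, exceeds three library SD while starting fluorescence stays within three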;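 also: channel opened by potassium depolarization with thallium stimulus after 20 min compound exposure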
# Numbers without * were called inactive; i = inactive; u = inconclusive; x = no result given.
# Each structure is followed by: KCNQ1 act	TMEM16A inh	RGS4 pot	hERG protect	KCNK3 inh	RGS4 block	KCNK9 block	SKKanGAS inh	ANO1 activ	HDAC3 inhib	KCNQ1 inh
- Cc1c(Cl)cccc1NC(=S)/C(=C(\[O-])c1ccc(Cl)s1)[n+]1ccccc1
→ i	i	i	-3	i	i	i	45	i	4	i
- Cc1nc(SCC(=O)Nc2ccc3c(c2)OCO3)c(C#N)c2c1CCCC2
→ i	i	i	-6	i	i	i	5	i	8	i
- Cc1cc(NC(=O)CSc2nccn2-c2cccc(C)c2C)no1
→ i	i	i	-12	i	i	i	-5	i	13	i
- Cc1ccc(CN(C)C(=O)CCc2nc3sc4c(c3c(=O)[nH]2)CCCC4)o1
→ i	i	i	-3	i	i	i	4	i	3	i
- CCN(CC)S(=O)(=O)c1ccc(C)c(NC(=O)CN2C(=O)NC3(CCCC3)C2=O)c1
→ i	i	i	-1	i	i	i	0	i	-3	i
- COc1ccc(CNC(=O)C2CCN(S(C)(=O)=O)CC2)c(OC)c1
→ i	i	i	-8	i	i	i	1	i	-1	i
- NS(=O)(=O)c1ccc(CNC(=O)Cc2cccs2)cc1
→ i	i	i	-2	i	i	i	4	i	5	i
- O=C(NCc1cn2ccsc2n1)Nc1ccc(Cl)cc1
→ i	i	i	-3	i	i	i	-4	i	6	i
- CCOC(=O)C1(CC2CC2)CCN(C(=O)c2ocnc2C)CC1
→ i	i	i	-9	i	i	i	4	i	3	i
- N/C(CS(=O)(=O)c1ccccc1)=N\OC(=O)c1ccc(F)cc1
→ i	i	i	-9	i	i	i	-6	i	6	i
- COc1cccc(/C=C2\SC(=S)N(CCC(=O)N3CCCCC3)C2=O)c1
→ i	i	i	-7	i	i	i	-2	i	-12	i
- COc1ccc(C(=O)CC(=O)C(=O)Nc2cc(OC)c(OC)c(OC)c2)cc1
→ i	i	i	-5	i	i	i	0	i	-5	i
- CC1(C)Cc2c(sc3[nH]c(=S)[nH]c(=O)c23)CO1
→ i	i	i	-6	i	i	i	-6	i	4	i
- O=C(OCc1nnc(-c2ccccc2)o1)c1ccc2c(c1)OCCO2
→ i	i	i	-7	i	i	i	1	i	-13	i
- CC(C)NC(=O)CSCc1c(F)cccc1Cl
→ i	i	i	-7	i	i	i	1	i	4	i
- CSCCC(NS(=O)(=O)c1ccccc1F)C(=O)NCC(c1ccc(F)cc1)N1CCOCC1 (stereo not drawn)
→ i	i	i	-5	i	i	i	-10	i	-4	i
- COc1nc(-c2ccccc2)nc(-c2ccccc2)c1C
→ i	i	i	-15	i	i	i	46	i	-1	i
- COC(=O)c1ccc(S(=O)(=O)N2CCCC2)o1
→ i	i	i	-5	i	i	i	1	i	2	i
- CCN=C1SC(CC(=O)NCc2ccccc2)C(=O)N1CC (stereo not drawn)
→ i	i	i	-14	i	i	i	2	i	-1	i
- O=S(=O)(c1cc(Cl)ccc1Cl)n1nnc2ccccc21
→ i	i	i	1	i	i	i	4	i	-9	i
- CCOc1ccc(-c2[nH]ncc2Oc2cccc(OC)c2)c(O)c1
→ i	100*	i	-8	i	i	i	26	i	-4	i
- CC1(C)CC(=O)C=C(c2ccc3c(c2)OCO3)C1
→ i	i	i	-5	i	i	i	1	i	-5	i
- CCOc1ccc(N/C(=C(/C(Cl)=C(Cl)Cl)[N+](=O)[O-])n2cncn2)cc1
→ i	i	i	-8	x	i	i	0	x	2	i
- CCOC(=O)C(NC(=O)C1CCCN1C(=O)OCc1ccccc1)C(=O)OCC (stereo not drawn)
→ i	i	i	-7	i	i	i	0	i	x	i
- CCCc1ccc(C(=O)NNc2ccc(F)cc2)cc1
→ i	i	i	-3	i	i	i	1	i	6	i
- COc1ccc([C@@H]2[C@@H]3C(=O)N(C(C)(C)C)C(=O)[C@@H]3[C@]3(Cc4ccccc4)C(=O)N(c4ccc(Br)cc4)C(=O)N23)cc1
→ i	i	i	-8	i	i	i	-1	i	-3	i
- Cc1ccc2c(c1)sc1nc(=O)n(-c3cccc(Cl)c3)c(=O)n12
→ i	i	i	-1	i	i	i	2	i	6	i
- CCCC12CN3CCN(CC(C3)/C1=N\NC(=O)c1ccccc1N)C2
→ i	i	i	-2	i	i	i	0	i	x	i
- COC(=O)CCC(=O)NC(=S)Nc1ccc(S(=O)(=O)N2CCCC2)cc1
→ i	i	i	-6	i	i	i	1	i	-9	i
- CCCn1c(=O)c2c(nc(Br)n2CCC)n(C)c1=O
→ i	i	i	-17	i	i	i	0	i	-1	i

# (more compounds)
Compound | KCNQ1 act | TMEM16A inh | RGS4 pot | hERG protect | KCNK3 inh | RGS4 block | KCNK9 block | SKKanGAS inh | ANO1 activ | HDAC3 inhib | KCNQ1 inh
C=CCSc1nnc(-c2cc(Br)ccc2N)c(=O)[nH]1 | i | i | i | -3 | i | i | i | 9 | i | 3 | i
Cc1ccc(Cn2ncn3c(cc4ccccc43)c2=O)cc1 | i | i | i | -2 | i | i | i | 29 | i | -1 | i
O=C(Nc1ccnn1C1CCN(CCCc2ccccc2)CC1)c1ccccc1 | i | i | i | -7 | i | i | i | -7 | i | -2 | i
O=C(N/N=C/c1ccccc1)c1cccc2ccccc12 | i | i | i | -7 | i | i | i | 2 | i | 3 | i
COc1cc(CCCN2C(N)=NC[C@@H]2Cc2ccccc2)cc(OC)c1OC | i | i | i | -8 | i | i | i | 2 | i | -9 | i
O=C(O)Cc1sc(N/N=C\c2ccccc2)nc1-c1ccccc1 | i | i | i | -3 | i | i | i | 23 | i | 6 | i
O=C(NNc1nc(-c2ccccc2)cs1)c1cccs1 | i | i | i | -5 | i | i | i | 22 | i | -3 | i
CC1=CC(C)C2C(=O)N(O)C(=O)C2C1 (stereo not drawn) | i | i | i | -7 | i | i | i | 2 | i | 1 | i
O=C(Nc1ccc2oc(-c3ccc4ccccc4c3)nc2c1)c1cccs1 | i | i | i | -8 | i | i | i | 8 | i | -2 | i
CCOC(=O)CSc1nc2c(cnn2-c2ccc(C)cc2)c(=O)[nH]1 | i | i | i | -7 | i | i | i | 18 | i | -4 | i
S=C(Nc1ccccc1Cl)N1CCCCC1 | i | i | i | -6 | i | i | i | 8 | i | 3 | i
O=C(c1ccccc1)N1CN2CN(C(=O)c3ccccc3)CC([N+](=O)[O-])(C2)C1 | i | i | i | -9 | i | i | i | 1 | i | -4 | i
CSc1cccc(NC(=S)N(Cc2ccccc2)Cc2cccnc2)c1 | i | i | i | -28 | i | i | i | 8 | i | 0 | i
CCC(C)(O)c1[nH]c2ccc(C(F)(F)F)cc2c1C (stereo not drawn) | i | i | i | -12 | i | i | i | 28 | i | 17 | i
N#Cc1ccc(Oc2cc(C(F)(F)F)nc(-c3ccccn3)n2)cc1 | i | i | i | -9 | i | i | i | -3 | i | 3 | i
CC(=O)Nc1cccc(N=NN2CCCCC2)c1 | i | i | i | -5 | i | i | i | x | i | 7 | i
Clc1cccc(-c2nc3nc4ccccc4nc3n2Cc2ccccc2)c1 | i | i | i | -5 | i | i | i | 17 | i | -2 | i
O=C(c1ccccc1[N+](=O)[O-])N(CCc1ccccc1)Cc1ccccc1 | i | i | i | -11 | i | i | i | 15 | i | 4 | i
CC(C)(C)c1ccc(S(=O)(=O)N2CCC(O)(c3ccc(Cl)cc3)CC2)cc1 | i | i | i | -11 | i | i | i | 39 | i | 2 | i
C=CCOc1c(Br)cc(CNc2ccc(NC(=O)CCC)cc2)cc1OCC | i | i | i | -1 | i | i | i | -3 | i | u | i
O=C1CCCN1c1ccc(N2CCCC2=O)cc1 | i | i | i | -7 | i | i | i | 4 | i | -3 | i
Cn1c(C(C(=O)NCC2CCCO2)N(CCc2ccccc2)C(=O)Cn2nnc3ccccc32)nc2ccccc21 (stereo not drawn) | i | i | i | -9 | i | i | i | -4 | i | -2 | i
Cc1cccn2c(=O)c3cc(C(=O)NCC4CCCO4)c(=N)n(C4CCCC4)c3nc12 (stereo not drawn) | i | i | i | -10 | i | i | i | 2 | i | -322 | i
CCOC(=O)N1CCN(C(=O)c2ccc(N(Cc3ccccc3)S(C)(=O)=O)cc2)CC1 | i | i | i | -5 | i | i | i | 7 | i | -2 | i
CCC(C)(C(=O)NC1CCCCC1)N(Cc1ccco1)C(=O)Cc1cccs1 (stereo not drawn) | i | i | i | -13 | i | i | i | -1 | i | 12 | i
CCN(c1ccc(C)c(C)c1)S(=O)(=O)c1c(C)[nH]c(=O)[nH]c1=O | i | i | i | 2 | i | i | i | 20 | i | 2 | i

# Record cards (already shown). Screens in order: KCNQ1 act	TMEM16A inh	RGS4 pot	hERG protect	KCNK3 inh	RGS4 block	KCNK9 block	SKKanGAS inh	ANO1 activ	HDAC3 inhib	KCNQ1 inh
# Record of O=C(N/N=C/c1ccccc1)c1cccc2ccccc12 → i	i	i	-7	i	i	i	2	i	3	i
# Record of CCC(C)(O)c1[nH]c2ccc(C(F)(F)F)cc2c1C (stereo not drawn) → i	i	i	-12	i	i	i	28	i	17	i
# Record of COc1cc(CCCN2C(N)=NC[C@@H]2Cc2ccccc2)cc(OC)c1OC → i	i	i	-8	i	i	i	2	i	-9	i
# Record of CC(=O)Nc1cccc(N=NN2CCCCC2)c1 → i	i	i	-5	i	i	i	x	i	7	i

# High-throughput results (PubChem)
